Bioassay records as filed in PubChem BioAssay.
Epigenetic mod = derepresses silenced GFP locus in mouse C127i cells; 68,000 tested, 0.09% active; Potency, µM (doses to about 46.1 µM), without a hit: at the top dose GFP derepression (activation); mouse C127i GFP locus derepression, cytometry, 30 h; AID 597; note: % of control where 0% means no effect
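Derepression screen: silenced CMV-GFP reporter in murine C127i cells, 30 h compound incubation at 37 C, washed cells imaged by laser-scanning cytometer to enumerate GFP-expressing objects of 20 to 120 um.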
CRE Fsk mod = modulators of forskolin-stimulated CRE signaling in CHO cells; CHO CRE-bla reporter (cAMP response element driving beta-lactamase), forskolin EC10, beta-lactamase ratio; Potency, µM (doses to about 38.2 µM), for inactives: at the highest dose activity change, negative = inhibition, most hits filed as activators; 71,000 tested, 2.5% active; active = well fitted activation curve with a large enough effect in the signal ratio, with a control signal flat, not every such curve was filed as active; inconclusive = small, poorly fitted or top-dose-only effect, or effect the other way, or a change in a side signal; the % refers to the signal ratio; note: potency is the fitted concentration of half-maximal effect; % of control where 0% means no effect
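Modulation of forskolin signalling: compounds in titration series added with EC10 NKH 477 to CHO cells carrying a CRE-driven beta-lactamase reporter, 3 h, 37C. CCF4 FRET ratio (460/530 nm, ex 405 nm) gives %activity and AC50.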
A350 fluor = A350 region autofluorescence. Compound autofluorescence, 340/450 nm, Alexa 350 dye-equivalents; active compounds read high. max dye-equivalent concentration, M. 59,000 tested, 11% active; in the data active = max dye-equivalent concentration above about 10 nM; inconclusive = mostly about 1.1 nM to 9.6 nM
ALOX15 inhib = blocks human 15-lipoxygenase activity; P16050; purified 15hLO-1, xylenol orange hydroperoxide absorbance; Potency, µM (titrated, usually from 57.1 µM), inactives show at the highest dose activity change, negative = inhibition, most hits filed as inhibitors; 74,000 tested, 1.4% active; AID 887; note: potency is the fitted concentration of half-maximal effect; % is set by controls: 0 for no effect and ±100 for the full control effect; nearly all actives have a fitted effect of over 55% in size
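Purified human 15hLO-1 (40 nM) in 25 mM Hepes pH 7.5, 0.01% Triton X-100, preincubated 15 min RT with compound, then 50 uM arachidonic acid for 6 min. Hydroperoxide read by ferrous/xylenol orange, 30 min; 573/405 nm absorbance ratio gave progress.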
HBB splicing = hemoglobin beta splicing modulation; HBB splicing reporter cell assay, activation; EGFP reporter with mutant IVS2-654 intron; response scale: normalised to 500 nM splice-correcting PNA; Potency, µM (doses to about 46.1 µM), for inactives: top-dose activation, hits mostly activators; 65,000 tested, 0.06% active; AID 925; note: potency is the fitted concentration of half-maximal effect; 0% is about no effect
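HeLa cells stably expressing EGFP interrupted by mutant beta-globin intron 2 (IVS2-654), 500/well in 2% FCS. Treated with compound for 2 days at 37C. Splicing correction scored as total well GFP intensity (488 nm excitation, 500-520 nm emission); 500 nM antisense PNA served as control.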
BRCT inh green = BRCA1 BRCT-phosphoprotein interaction inhibition; AID 875; P38398; BRCA1 BRCT-phosphopeptide binding, green fluorescence polarization; Potency, µM (top dose mostly 76.9 µM), inactives show top-dose activity change, negative = inhibition, actives largely listed as inhibitors; 75,000 tested, 0.05% active;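 note: potency is the fitted concentration of half-maximal effect; plate controls were peptide without protein for full effect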
Target sequence (P38398 whole entry, looked up): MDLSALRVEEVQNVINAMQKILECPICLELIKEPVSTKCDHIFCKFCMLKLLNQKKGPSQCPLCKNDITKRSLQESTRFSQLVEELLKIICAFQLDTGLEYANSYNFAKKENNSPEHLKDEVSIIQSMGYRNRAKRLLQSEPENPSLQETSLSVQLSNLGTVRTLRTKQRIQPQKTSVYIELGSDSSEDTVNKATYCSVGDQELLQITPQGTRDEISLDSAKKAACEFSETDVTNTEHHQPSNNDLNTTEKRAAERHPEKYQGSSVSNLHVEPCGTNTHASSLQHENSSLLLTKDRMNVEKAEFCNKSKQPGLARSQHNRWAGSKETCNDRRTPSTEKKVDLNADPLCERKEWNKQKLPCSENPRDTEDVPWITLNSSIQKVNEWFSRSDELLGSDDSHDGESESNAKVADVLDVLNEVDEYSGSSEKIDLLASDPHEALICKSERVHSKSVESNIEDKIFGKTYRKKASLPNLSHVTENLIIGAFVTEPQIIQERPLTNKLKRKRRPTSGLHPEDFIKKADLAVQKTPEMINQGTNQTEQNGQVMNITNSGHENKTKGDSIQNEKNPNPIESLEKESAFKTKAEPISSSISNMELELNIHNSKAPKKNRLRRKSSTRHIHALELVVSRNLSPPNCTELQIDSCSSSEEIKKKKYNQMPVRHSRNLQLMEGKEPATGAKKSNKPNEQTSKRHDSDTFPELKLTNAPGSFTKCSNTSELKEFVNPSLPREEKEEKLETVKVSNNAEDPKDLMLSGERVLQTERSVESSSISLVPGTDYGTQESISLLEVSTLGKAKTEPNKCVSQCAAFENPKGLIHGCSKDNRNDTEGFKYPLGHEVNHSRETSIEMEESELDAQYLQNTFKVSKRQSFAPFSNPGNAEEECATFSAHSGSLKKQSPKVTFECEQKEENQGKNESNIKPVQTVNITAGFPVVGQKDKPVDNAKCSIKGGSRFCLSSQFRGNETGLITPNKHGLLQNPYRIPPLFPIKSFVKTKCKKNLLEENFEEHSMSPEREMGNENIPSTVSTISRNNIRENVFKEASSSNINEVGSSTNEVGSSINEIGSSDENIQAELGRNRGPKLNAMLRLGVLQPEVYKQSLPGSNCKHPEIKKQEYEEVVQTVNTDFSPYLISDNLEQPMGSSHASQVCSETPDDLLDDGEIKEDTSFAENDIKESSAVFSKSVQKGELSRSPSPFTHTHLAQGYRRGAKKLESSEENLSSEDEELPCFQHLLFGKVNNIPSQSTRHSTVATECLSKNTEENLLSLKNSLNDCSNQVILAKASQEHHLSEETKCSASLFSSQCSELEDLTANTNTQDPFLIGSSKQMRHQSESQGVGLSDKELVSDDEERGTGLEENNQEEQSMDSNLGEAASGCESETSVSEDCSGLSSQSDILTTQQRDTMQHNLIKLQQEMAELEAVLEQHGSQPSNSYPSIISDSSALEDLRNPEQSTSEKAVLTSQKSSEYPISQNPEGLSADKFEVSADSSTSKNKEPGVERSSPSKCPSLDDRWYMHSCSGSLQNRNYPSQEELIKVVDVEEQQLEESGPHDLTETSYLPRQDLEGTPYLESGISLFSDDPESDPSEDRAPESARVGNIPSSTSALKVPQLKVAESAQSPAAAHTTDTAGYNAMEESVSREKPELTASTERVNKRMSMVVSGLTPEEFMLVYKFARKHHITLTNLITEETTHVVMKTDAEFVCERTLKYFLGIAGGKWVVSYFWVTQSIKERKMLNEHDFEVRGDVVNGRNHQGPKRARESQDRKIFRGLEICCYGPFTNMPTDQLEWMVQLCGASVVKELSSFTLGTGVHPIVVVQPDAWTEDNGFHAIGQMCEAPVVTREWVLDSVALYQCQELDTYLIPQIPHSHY
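Fluorescence polarization: His-tagged BRCT (~35 kDa BRCA1 C-terminus, 250 nM) bound to 100 nM fluorescein-labeled phosphorylated 10-aa BACH1 peptide, pH 7.3 phosphate buffer with DTT and Tween 20. Compounds incubated 12 min at room temperature; inhibition read as lowered polarization.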
4-MU autofl = 4-MU region autofluorescence; compound autofluorescence, 340/450 nm, 4-MU equivalents; active compounds read high; max dye-equivalent concentration, M; 59,000 tested, 11% active; in the data active = max dye-equivalent concentration above about 10 nM; inconclusive = mostly about 1.1 nM to 9.6 nM
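Compounds in 100 mM Tris, pH 8.0, sat 15 min at room temperature before fluorescence was read at 340 nm excitation/450 nm emission; a per-plate six-point 4-MU standard curve converted signals to dye-equivalent concentration at each compound concentration.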
Hsp90 Hop PPI = changes Hsp90-Hop TPR2A binding signal, up or down; AlphaScreen TPR2A-His6 binding biotin-Hsp90 C-terminal peptide; 71,000 tested, 0.44% active; Potency, µM (top dose mostly 57 µM), inactives show at the highest dose activity change, negative = inhibition; AID 595; active = well fitted curve in either direction with a large enough effect; inconclusive = small, poorly fitted or top-dose-only effect, or another doubt; note: potency is the fitted concentration of half-maximal effect; % is set by controls: 0 for no effect and ±100 for the full control effect; many of its hits are not listed in these tables
DNA Pol III inh = blocks replication by bacterial DNA polymerase III holoenzyme; reconstituted DNA polymerase III holoenzyme replication, biochemical; 71,000 tested, 0.25% active; Potency, µM (doses to about 57.1 µM), for the others: at the top dose activity change, negative = inhibition; note: potency is the fitted concentration of half-maximal effect; % is set by controls: 0 for no effect and ±100 for the full control effect
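Reconstituted *E. coli* holoenzyme (0.35 nM Pol III, 1 nM beta, 154 nM SSB, 2 nM primase) was preincubated with compound for 15 min at RT. Synthesis on 1.4 nM ssM13Gori ran 35 min, then was stopped with PicoGreen/EDTA and read as dsDNA fluorescence.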
UbGFP stabilizer = proteasome inhibitors stabilizing ubiquitin-GFP reporter; Ubiquitin-GFP reporter cells, proteasome inhibition, GFP fluorescence; response scale: untreated = 0%, 10 µM MG-132 = 100%; Potency, µM (titrated, usually from 45.9 µM), without a hit: top-dose activation (GFP accumulation), most hits filed as activators; 67,000 tested, under 10 active; AID 526; active = well fitted activation curve with a large enough effect, not every such curve was filed as active; inconclusive = small, poorly fitted or top-dose-only effect, or another doubt; inactive = no such curve, though single readings can be large or run the other way; note: potency is the fitted concentration of half-maximal effect
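U2OS Ub(G76V)-GFP reporter; O/N plating, 0.5% FBS; cpd 46 uM–2.9 nM, 4 h, 37 °C; GFP+ cell count, 488/515 nm; norm. to basal vs 10 uM MG-132; CRC fit.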
BRCT inh red = BRCT-phosphoprotein interaction inhibition (red fluorophore) | 75,000 tested, 0.03% active | AID 892 | BRCT-phosphopeptide binding, red fluorescence polarization | Potency, µM (doses to about 76.9 µM), inactives show at the top dose activity change, negative = inhibition, usual class: inhibitors | P38398; note: % is set by controls: 0 for no effect and ±100 for the full control effect
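Fluorescence polarization: 100 nM His-tagged BRCA1 BRCT with 100 nM TAMRA-labelled phospho-BACH1 decapeptide, phosphate buffer pH 7.3 with 150 mM NaCl, DTT, 0.01% Tween 20; 12 min RT. Binding inhibition seen as FP decrease.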
Starred values were filed as active, the others as inactive; [ ] = dose if it differs, or a comment. Unless noted, calls come from the whole dose curve; as a rule, active = well fitted curve in the direction sought with a large enough effect; inconclusive = small, poorly fitted or top-dose-only effect, or another doubt; inactive = no such curve, though single readings can be large; an effect the other way counts as inactive or inconclusive.

For Cn1c(Cc2cccs2)nnc1SCC(=O)N1CCc2ccccc21 the results were Epigenetic mod 3%, CRE Fsk mod 6%, A350 fluor inactive, ALOX15 inhib -9%, HBB splicing -1.0%, BRCT inh green -4.1%, 4-MU autofl inactive, Hsp90 Hop PPI -7%, DNA Pol III inh 9%, UbGFP stabilizer 2% and BRCT inh red 0.9%.
For O=C(NCc1ccco1)c1cc(-c2cccs2)on1 the results were Epigenetic mod 1%, CRE Fsk mod inconclusive, A350 fluor inactive, ALOX15 inhib 7%, HBB splicing -1.5%, BRCT inh green -3.3%, 4-MU autofl inactive, Hsp90 Hop PPI 2%, DNA Pol III inh -7%, UbGFP stabilizer -13% and BRCT inh red 1.5%.
Screening CC1CCN(c2oc(-c3cccc4ccccc34)nc2C#N)CC1 returned Epigenetic mod -2%, CRE Fsk mod 10µM*, A350 fluor 1.7e-06M*, ALOX15 inhib 2%, HBB splicing -1.1%[0.369 µM], BRCT inh green -1.8%, 4-MU autofl 1.8e-06M*, Hsp90 Hop PPI -12%, DNA Pol III inh -8% and BRCT inh red 0.6%.
For CCC(C)N(C(=O)COC(=O)c1cn(CC)c2nc(C)ccc2c1=O)C1CCS(=O)(=O)C1 (configuration not stated) the results were Epigenetic mod 0%, CRE Fsk mod inconclusive, A350 fluor inactive, ALOX15 inhib 8%, HBB splicing -2.6%, BRCT inh green 0.0%, 4-MU autofl inactive, Hsp90 Hop PPI 0%, DNA Pol III inh -4%, UbGFP stabilizer -3% and BRCT inh red 0.4%.
`Cc1ccc(Cn2c(NCCCn3ccnc3)nc3c2c(=O)n(C)c(=O)n3C)cc1` gave Epigenetic mod 0%, CRE Fsk mod 22%, A350 fluor inactive, ALOX15 inhib 8%, BRCT inh green -0.4%, 4-MU autofl inactive, Hsp90 Hop PPI -12%, DNA Pol III inh 0%, UbGFP stabilizer 1% and BRCT inh red 0.3%.
For Cc1cc(OCC(O)CN2CCN(C)CC2)ccc1C(C)C (configuration not stated) the results were Epigenetic mod 2%, CRE Fsk mod 3%, A350 fluor inactive, ALOX15 inhib -1%, HBB splicing 0.0%[57.5 µM], BRCT inh green -6.3%, 4-MU autofl inactive, Hsp90 Hop PPI -2%, DNA Pol III inh 1%, UbGFP stabilizer -2% and BRCT inh red -0.2%.
Cc1nc(-c2ccc(C(=O)N3CCOCC3)cc2)cs1 was read as Epigenetic mod 8%, CRE Fsk mod -10%, A350 fluor inactive, ALOX15 inhib 9%, HBB splicing 2.8%, BRCT inh green -1.0%, 4-MU autofl inactive, Hsp90 Hop PPI -2%, DNA Pol III inh -1%, UbGFP stabilizer 3% and BRCT inh red -0.2%.
`CCc1nnc(NC(=O)c2cccc(S(=O)(=O)N3CCN(c4ccccc4)CC3)c2)s1` gave Epigenetic mod 1%, CRE Fsk mod -5%, A350 fluor inactive, ALOX15 inhib -3%, HBB splicing 1.9%, BRCT inh green -1.0%, 4-MU autofl inactive, Hsp90 Hop PPI -3%, DNA Pol III inh 15%, UbGFP stabilizer -3% and BRCT inh red 1.0%.
`COc1ccc(CNC(=O)COC(=O)c2ccc3c(c2)OCCO3)cc1` gave Epigenetic mod 0%, CRE Fsk mod -7%, A350 fluor inactive, ALOX15 inhib 12%, HBB splicing 1.5%[57.5 µM], BRCT inh green -2.7%, 4-MU autofl inactive, Hsp90 Hop PPI 4%, DNA Pol III inh -4%, UbGFP stabilizer -1% and BRCT inh red 0.0%.
Screening CCCCSc1nnc(CCCCCNC(=O)OC(C)(C)C)o1 returned Epigenetic mod -2%, CRE Fsk mod -7%, A350 fluor inactive, ALOX15 inhib -4%, HBB splicing -2.3%[57.5 µM], BRCT inh green -0.5%, 4-MU autofl inactive, Hsp90 Hop PPI 4%, DNA Pol III inh 2%, UbGFP stabilizer -1% and BRCT inh red -0.8%.
`Cc1cc(OCC(=O)NCCCN2CCOCC2)cc(C)c1Cl` gave Epigenetic mod 0%, CRE Fsk mod -12%, A350 fluor inactive, ALOX15 inhib -20%, HBB splicing -0.3%[57.5 µM], BRCT inh green 1.3%, 4-MU autofl inactive, Hsp90 Hop PPI inconclusive, DNA Pol III inh 4%, UbGFP stabilizer 4% and BRCT inh red -0.9%.
For Cn1c2ccccc2c2c(C(=O)NCc3ccco3)cn(C3CCCCC3)c(=O)c21 the results were Epigenetic mod 2%, CRE Fsk mod inconclusive, A350 fluor 4.8e-08M*, ALOX15 inhib -18%, HBB splicing -1.1%, BRCT inh green 1.0%, 4-MU autofl 5.3e-08M*, Hsp90 Hop PPI 1%, DNA Pol III inh -3%, UbGFP stabilizer -5% and BRCT inh red -1.3%.
For C=CCN1C(=O)CS/C1=C(\C#N)S(=O)(=O)c1ccc(C)cc1 the results were Epigenetic mod 6%, CRE Fsk mod -5%, A350 fluor inactive, ALOX15 inhib -18%, HBB splicing 7.3%, BRCT inh green 20%, 4-MU autofl inactive, Hsp90 Hop PPI inconclusive, DNA Pol III inh 0%, UbGFP stabilizer 3% and BRCT inh red 11%.
`O=C(CCCOc1ccccc1)N1CCN(C(=O)c2ccco2)CC1` gave Epigenetic mod 2%, CRE Fsk mod -8%, A350 fluor inactive, ALOX15 inhib 1%, HBB splicing -4.5%, BRCT inh green -2.3%, 4-MU autofl inactive, Hsp90 Hop PPI 2%, DNA Pol III inh 2%, UbGFP stabilizer 24% and BRCT inh red 0.6%.
Screening C=CCNC(=O)Nc1ccc(OCC)cc1 returned Epigenetic mod 3%, CRE Fsk mod -9%, A350 fluor inactive, ALOX15 inhib 7%, HBB splicing -0.2%, BRCT inh green 1.0%, 4-MU autofl inactive, Hsp90 Hop PPI -2%, DNA Pol III inh -8%, UbGFP stabilizer -2% and BRCT inh red -0.5%.
Screening Clc1ccc(CCNc2ncnc3nc[nH]c23)cc1 returned CRE Fsk mod inconclusive, ALOX15 inhib -3%, HBB splicing 0.6%, BRCT inh green 0.6%, Hsp90 Hop PPI -3%, DNA Pol III inh -29%, UbGFP stabilizer -2% and BRCT inh red 1.2%.
For O=C(c1ccccc1)c1ccccc1C(=O)N1CCCC1 the results were Epigenetic mod 6%, CRE Fsk mod -2%, A350 fluor inactive, ALOX15 inhib 7%, HBB splicing -0.8%, BRCT inh green 0.4%, 4-MU autofl inactive, Hsp90 Hop PPI -1%, DNA Pol III inh -4%, UbGFP stabilizer 3% and BRCT inh red 0.2%.
Screening Cc1csc(NC(=O)CSc2nnc(Cc3cccn3C)n2-c2ccc(F)cc2)n1 returned CRE Fsk mod -2%, ALOX15 inhib -28%, HBB splicing -1.1%, BRCT inh green -1.0%, Hsp90 Hop PPI -3%[2.3 µM], DNA Pol III inh -3%, UbGFP stabilizer -6% and BRCT inh red 0.6%.
`CCCCn1c(N)c(N(CCC(C)C)C(=O)CSc2nnc3ccccn23)c(=O)[nH]c1=O` gave Epigenetic mod 0%, CRE Fsk mod inconclusive, A350 fluor inconclusive, ALOX15 inhib 1%, HBB splicing 0.2%, BRCT inh green -0.5%, 4-MU autofl inactive, Hsp90 Hop PPI 8%, DNA Pol III inh 3%, UbGFP stabilizer 1% and BRCT inh red 1.0%.
Screening COc1ccc(N(CC(=O)Nc2ccc3c(c2)OCCO3)S(=O)(=O)c2c(C)noc2C)cc1 returned Epigenetic mod 0%, CRE Fsk mod inconclusive, A350 fluor inactive, ALOX15 inhib -11%, HBB splicing -2.7%, BRCT inh green 0.1%, 4-MU autofl inactive, Hsp90 Hop PPI -2%, DNA Pol III inh 7%, UbGFP stabilizer -12% and BRCT inh red -1.1%.
COc1ccccc1-c1c(C)nn2c(C)c(C(C)=O)cnc12 was read as Epigenetic mod -3%, CRE Fsk mod inconclusive, A350 fluor inactive, ALOX15 inhib -4%, HBB splicing 0.2%, BRCT inh green -1.3%, 4-MU autofl inactive, Hsp90 Hop PPI -3%, DNA Pol III inh -6%, UbGFP stabilizer 3% and BRCT inh red 1.0%.
COc1cc2c(cc1OC)CN(C(=O)c1cc3ccccc3oc1=O)CC2 was read as Epigenetic mod 0%, CRE Fsk mod inconclusive, A350 fluor inconclusive, ALOX15 inhib 3%, HBB splicing -1.0%, BRCT inh green -0.8%, 4-MU autofl inactive, Hsp90 Hop PPI -2%, DNA Pol III inh 4%, UbGFP stabilizer -1% and BRCT inh red -0.1%.
